Screening results (PubChem)
DT40 TDP1 CPT = DT40-hTDP1 cell growth loss with CPT | Potency, µM (highest dose often 46.2 µM), for the others: at the highest dose activity change, negative = growth inhibition, usual class: inhibitors | AID 686979 | 12% of 420,000 active | chicken DT40 Tdp1-/-;hTDP1 cells + 20 nM CPT, ATP luminescence, 48 h; active means well fitted inhibition curve with a large enough effect; inconclusive means small, poorly fitted or top-dose-only effect; further: nearly all actives have a fitted effect of over 55% in size
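Chicken DT40 Tdp1-/- cells complemented with human TDP1, 400 cells/well, exposed to compounds plus 20 nM camptothecin for at least 48 h at 37 C; viability read as ATP content by CellTiter-Glo luminescence.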
An asterisk follows results filed as active; ? = inconclusive; [ ] = remark or other dose. On the % scale 0 is the no-effect control and ±100 the full control effect; potency means the concentration at half of the fitted maximal effect. This is a subset. The share of hits here may be higher or lower than overall.

Compound | DT40 TDP1 CPT
Cc1ccccc1S(=O)(=O)NC(=O)C1(C)CCN1C(=O)CCc1ccc(Cl)cc1Cl (stereo not given) | -16%
COc1ccc(OC)c(CN2CCN(Cc3ccc(OC)c(OC)c3OC)CC2)c1 | -28%
CCCCCCCCN1C(=O)[C@H](CC(=O)NCc2ccc(OC)c(OC)c2)C[C@@]2(C(=O)OCC)CCC=C12 | ?
CCCCNC(=O)C1(C)CCCCN1C(=O)c1cncc(Br)c1 (stereo not given) | -21%
COCCN1C(=O)CCC1(C)c1nnnn1-c1ccc2c(c1)OCCO2 (stereo not given) | 2%
O=C(NC1CCCCC1)OC1CC2CC1[C@H]1CCCCN1C2=O (stereo not given in full) | 5%
COCCCNC1=C(C#N)C(=O)NC2(CCCC2)S1 | 1%
C(=C\c1ccccc1)/CN1CCN(C(CCc2ccccc2)c2nnnn2C2CCCCC2)CC1 (stereo not given) | ?
CC1CC(C)CN(C(C(=O)NC2CCCCC2)c2cc3ccccc3o2)C1 (stereo not given) | ?
CCC(=O)OC(OP(=O)(CCCCc1ccccc1)CC(=O)N1C[C@H](C2CCCCC2)C[C@H]1C(=O)O)C(C)C (stereo not given in full) | 8%
CN(Cc1ccncc1)C(=O)[C@@H]1CCCN1C(=O)[C@@H]1CCCN1 | -21%
CN1CCN(C2CN(Cc3cn(Cc4cccc(C(F)(F)F)c4)nn3)S(=O)(=O)C2)CC1 (stereo not given) | -10%
NC(=O)c1ccc[n+]([C@@H]2O[C@H](COP(=O)([O-])OP(=O)(O)OC[C@H]3O[C@@H](n4cnc5c(N)ncnc54)[C@H](O)[C@@H]3O)[C@@H](O)[C@H]2O)c1 | 7%[21.1 µM]
O=S(=O)(c1cccc2ccccc12)N1CCC2CC1c1cc(-c3ccc4c(c3)OCO4)ccc12 (stereo not given) | ?
COc1cccc(C(=O)N(Cc2cc3cc4c(cc3nc2N(C)C)OCO4)CC2CCCO2)c1 (stereo not given) | 0%[9.04 µM]
Cc1ccc(S(=O)(=O)CCC(=O)OCCOc2ccc(Br)cc2)cc1 | -8%
Cc1ccc(S(=O)(=O)N2C[C@H]3C(=O)C[C@@H](c4ccccc4)N(S(=O)(=O)c4ccc(C)cc4)[C@H]3C[C@H]2c2ccccc2Cl)cc1 | 0%
COc1ccc(NC(=O)C2Cc3c(-c4ccc5c(c4)OCO5)ccnc3O2)cc1 (stereo not given) | 5.2µM*
CCc1nc2ccc(C(=O)NCCNC(C)=O)cn2c1N(CCC(C)C)CCN(C)C | -7%
COc1ccc(-c2cnc3c(NC(C)=O)cc(-c4cccc(C(=O)N(C)C)c4)cn23)cc1OC | 21µM*
C[C@@H]1CN([C@H](C)CO)C(=O)CCCn2cc(nn2)CO[C@H]1CN(C)C(=O)Nc1ccccc1C(F)(F)F | -16%
O=C(Nc1ccccc1Cl)c1cc(C2CCCCN2C(=O)c2ccccc2)on1 (stereo not given) | 29µM*
COc1ccc(N(CC(=O)Nc2ccc(S(=O)(=O)N3CCOCC3)cc2)S(C)(=O)=O)cc1OC | ?
CC1(C(=O)Nc2cccc3cccnc23)CCN1C(=O)Cc1ccc(Cl)cc1Cl (stereo not given) | 21µM*
CC(=O)Nc1ccc(-c2ccnc3c2CC(C)(C(=O)NCc2ccncc2)O3)cc1 (stereo not given) | 6%
CCC(=O)N(c1nnc(SC(C)C(=O)Nc2ccc(N3CCOCC3)cc2)s1)C1CC1 (stereo not given) | -4%
COc1cc(Br)cc(C(=O)N2CCc3ccccc32)c1OC | -6%
CC(=O)[C@@]1(O)CC[C@H]2[C@@H]3C=C(Cl)C4=CC(=O)CC[C@]4(C)[C@H]3CC[C@@]21C | ?
c1cc(-c2ccc3nncn3c2)ccc1CN1CCOCC1 | -25%
CCCCC(c1nc2ccccc2[nH]1)n1c(=O)c(-c2ccccc2)nc2cc(C)c(C)cc21 (stereo not given) | ?
COC(=O)c1cc(=O)c2c(ccc3oc(=O)ccc32)[nH]1 | -25%
CSc1ccccc1-c1ccc2nccn2c1 | ?
COc1cccc(NC(=O)COC(=O)c2ccc3c(c2)OCCO3)c1 | -3%
O=C1c2ccccc2C(c2nnnn2Cc2ccccc2)N1Cc1cccnc1 (stereo not given) | 3%
OC[C@@H]1CN(Cc2ccc3c(c2)OCO3)C[C@H](n2cnc3c(NCc4ccc(F)cc4)ncnc32)O1 | ?
Cn1ccc2c(-c3ccc(C(N)=O)cc3)cc3c(c21)C1CCC3O1 (stereo not given) | -21%
C=CCN(CC=C)Cc1cc(=O)oc2ccc3ccccc3c12 | 16µM*
CC1(C(=O)NCc2ccccc2)CSCC(=O)N1CCCn1ccnc1 (stereo not given) | 16%
COc1ccc(NC(=O)c2ccc3c(c2)CCN3S(C)(=O)=O)cc1 | -20%
COCCNC(=O)C1(C)CCCN(Cc2ccc(OC)cc2)C1 (stereo not given) | -34%

Shown as labelled records: 2 of the compounds above.
Cn1ccc2c(-c3ccc(C(N)=O)cc3)cc3c(c21)C1CCC3O1 (stereo not given)
  DT40 TDP1 CPT: -21%

COc1ccc(NC(=O)c2ccc3c(c2)CCN3S(C)(=O)=O)cc1
  DT40 TDP1 CPT: -20%

2 of these compounds, reformatted:
CC1(C(=O)NCc2ccccc2)CSCC(=O)N1CCCn1ccnc1 (stereo not given)
- DT40 TDP1 CPT: 16%
COc1cccc(NC(=O)COC(=O)c2ccc3c(c2)OCCO3)c1
- DT40 TDP1 CPT: -3%

(cont.)
Compound | DT40 TDP1 CPT
COc1cc(C=NCc2ccccc2)ccc1O | -3%
CCCCCc1c(-c2ccc(F)cc2)ncn1CCc1ccccc1OC | 9.2µM*
C[C@H]1CN([C@@H](C)CO)S(=O)(=O)c2ccc(Br)cc2O[C@H]1CN(C)C(=O)C1CCC1 | ?
CC1(C)Cc2cccc(OC(=O)NC3CCCCC3)c2O1 | ?
CCOC(=O)C1(C)CCCCCN1C(=O)c1csnn1 (stereo not given) | -13%
CN(C)S(=O)(=O)n1cc(/C=C(\NC(=O)c2ccccc2F)C(=O)N2CCCCC2)c2ccccc21 | -23%
O=C(NCCc1ccccc1)c1ccc(-c2ccc(F)c(F)c2)c2ccoc12 | 16µM*
O=C(NCc1ccc(Cl)c(Cl)c1)c1cc(C2CCCCN2C(=O)c2ccccc2)on1 (stereo not given) | 18µM*
CCc1nc2ccc(C(=O)NCC3CCCCC3)cn2c1N(C)C(=O)c1cccc(OC)c1 | ?
CCCCOCCCNC(=O)C[C@@H]1C[C@@]2(C(=O)OCC)CCCC=C2N(CCc2ccc(OC)c(OC)c2)C1=O | 21µM*
CC(=O)c1ccc(Nc2nc(C(N)c3ccccc3)cs2)cc1 (stereo not given) | ?
O=C(Cc1cccnc1)N[C@@H]1CC[C@H](CCn2cc(Cc3ccccc3)nn2)O[C@@H]1CO | -5%
O=C(O)CSc1c(Cl)c(=O)oc2ccc(Cl)cc12 | -5%
Oc1ccc(C[C@H]2CNC(=S)N2C[C@H]2CCCN2C[C@H](Cc2ccccc2)N2C[C@H](Cc3ccc(O)cc3)N(CC3CCCCCC3)C2=S)cc1 | 15µM*
CSCCC(c1nc2ccccc2[nH]1)n1c(-c2ccc3ncccc3c2)nc2ccccc21 (stereo not given) | ?
CC(NC(=O)C1CC(=O)N(c2ccc3c(c2)OCCO3)C1)c1ccccc1 (stereo not given) | -10%
CC(=O)N1C[C@@H](CO)[C@@H](N(C)C(=O)C2CCCCC2)C[C@H]1c1ccccc1 | 2%
O=C(CCC(=O)OCCOc1ccccc1)OCCOc1ccccc1 | -32%
COCCN1CCN(C(=O)c2cnn(-c3ncc4c(n3)-c3ccc(OC)cc3CC4)c2C2CC2)CC1 | 7%[9.04 µM]
OCCN1CCN(Cc2ccc3c(c2)CN(Cc2cnc(-c4ccccc4)s2)CCO3)CC1 | 5%
Nc1ccn(C[C@@H](CO)OCP(=O)(O)O)c(=O)n1 | -12%
O=C(NCc1ccccc1)C(c1ccccc1F)n1c(=O)c(-c2ccccc2)nc2ccccc21 (stereo not given) | 16µM*
Cc1ccc(S(=O)(=O)N2CC3C(=O)C[C@@H](c4ccccc4Cl)N(S(=O)(=O)c4ccc(C)cc4)C3CC2c2ccccc2)cc1 (stereo not given in full) | ?
CC(CC(=O)Nc1ccc2c(c1)c(=O)n(C)n2Cc1ccc(F)cc1)C(F)(F)F (stereo not given) | ?
COCCN(Cc1ccc(C)cc1)C(=O)[C@H]1O[C@@H](n2ccc(=O)[nH]c2=O)[C@H](O)[C@@H]1O | -27%
O=C(c1cccs1)N1C[C@H](n2cc(C3CC3)nn2)[C@@H](O)C[C@@H]1c1ccccc1 | 0%
COC(=O)C1=CN(c2cccc(OCc3ccccc3)c2)C(N)=C(C#N)C1c1ccc(-c2ccccc2)cc1 (stereo not given) | -10%
Nc1ncnc2c1ncn2[C@@H]1O[C@H](C(=O)N2CCC(F)(F)CC2)[C@@H](O)[C@H]1O | -7%
Cc1oc(-c2cccc(NC(=O)c3ccccn3)c2)nc1CNC(=O)c1cc(F)c(F)cc1F | -10%[9.04 µM]
NC(=O)c1cccc(-c2ccnc3c2CC(C(=O)NCc2ccccc2)O3)c1 (stereo not given) | 0.58µM*
CCN(CC)C(=O)c1cccc(-c2csc(C(O)c3ccc(OC)cc3)n2)c1 (stereo not given) | 16µM*
CCOC(=O)C(=O)N(C)c1c(CC)nc2c(OCc3cccc(Cl)c3)cccn12 | 16µM*
COc1ccc(C)cc1S(=O)(=O)NCc1ccccn1 | 1%
NC(Cc1ccc(C(F)(F)F)cc1)c1csc(Nc2ccc(C(=O)c3ccccc3)cc2)n1 (stereo not given) | ?
COc1cccc(S(=O)(=O)N(C)C[C@H]2OCc3cn(nn3)CCCC(=O)N([C@H](C)CO)C[C@@H]2C)c1 | 7%
CC(=O)C1=CCC(c2ccc(Cl)cc2)N(S(=O)(=O)c2ccc(C)cc2)C1 (stereo not given) | ?
CCc1ccc(C(O)c2ncc(-c3ccc4ccccc4c3)[nH]2)cc1 (stereo not given) | -10%
CC(C)C[C@@H](CN1CCC[C@H]1CN1C(=O)C(=O)NC[C@@H]1Cc1ccccc1)N1C[C@H](Cc2ccccc2)N(CCc2ccccc2)C(=O)C1=O | 23µM*
CCOC(=O)Cn1cccc1-c1nc(-c2ccc(OC)cc2)c(-c2ccc(OC)cc2)s1 | 5%
Cc1cc(OCCOCC[N+](C)(C)Cc2ccccc2)ccc1C(C)(C)CC(C)(C)C | 1.2µM*

5 entries picked at random from those above:
Compound | DT40 TDP1 CPT
CCc1ccc(C(O)c2ncc(-c3ccc4ccccc4c3)[nH]2)cc1 (stereo not given) | -10%
O=C(c1cccs1)N1C[C@H](n2cc(C3CC3)nn2)[C@@H](O)C[C@@H]1c1ccccc1 | 0%
Cc1ccc(S(=O)(=O)N2C[C@H]3C(=O)C[C@@H](c4ccccc4)N(S(=O)(=O)c4ccc(C)cc4)[C@H]3C[C@H]2c2ccccc2Cl)cc1 | 0%
CC(CC(=O)Nc1ccc2c(c1)c(=O)n(C)n2Cc1ccc(F)cc1)C(F)(F)F (stereo not given) | ?
CCN(CC)C(=O)c1cccc(-c2csc(C(O)c3ccc(OC)cc3)n2)c1 (stereo not given) | 16µM*

The list continues.
Compound | DT40 TDP1 CPT
C=CCNc1nc(NCc2ccc(N(C)C)cc2)c2sc(-c3ccccc3)cc2n1 | 6.5µM*
Cc1ncc2c(c1CNC(=O)CN1CCCCC1)CCN(C(=O)c1ccc(F)cc1Cl)C2 | 6%[9.04 µM]
COc1ccc(N2CCCC2=O)cc1S(=O)(=O)N1CCOCC1 | 0%
CC1(c2nnnn2Cc2ccccc2)CCC(=O)N1CCCn1ccnc1 (stereo not given) | -13%
Cc1oc(-c2ccccc2NC(=O)c2ccccc2)nc1CNC(=O)c1cccc(-n2cccn2)c1 | -16%[9.04 µM]
COCCCn1cc(CN2CC(N3CCN(CCO)CC3)CS2(=O)=O)nn1 (stereo not given) | -2%
CCc1nc2ccc(C(=O)NCCc3ccccn3)cn2c1N(C)Cc1nccs1 | ?
COc1cccc(C(c2nnnn2C2CCCCC2)N2CCN(C/C=C/c3ccccc3)CC2)c1OC (stereo not given) | 16µM*
COc1ccc(C(=O)NC2CC(C)(C)NC(C)(C)C2)cc1S(=O)(=O)N1CCOCC1 | 1%
Oc1cc(O)cc(O)c1 | 3%
Cc1cc2c(c(-c3nc4ccccc4s3)c1)OC(CNC(=O)c1occc1C)C2 (stereo not given) | 19%[9.04 µM]
CCc1ccc(C(O)c2ncc(-c3ccccc3C)[nH]2)cc1 (stereo not given) | ?
COc1ccccc1C(=O)N1CCN(C(=O)[C@H]2O[C@@H](n3ccc(N)nc3=O)[C@H](O)[C@@H]2O)CC1 | 0%
CCC(=O)c1ccc2c(c1)N(CCCN1CCN(CCO)CC1)c1ccccc1S2 | 3µM*
CNc1nc(Oc2cccc(NC(C)=O)c2)c2sccc2n1 | ?
Fc1cccc(Cc2c(-c3ccccc3)nc3c(Cl)cc(C(F)(F)F)cn23)c1 | ?
CCOC(=O)c1ccc(CN2CCCC(C)(C(=O)NCCOC)C2)cc1 (stereo not given) | ?
Cc1ccc(S(=O)(=O)N2C[C@H]3N(C(=O)OC(C)C)N(C(=O)OC(C)C)C[C@H](OC(=O)NC4CC4)[C@@]3(O)C2)cc1 | -25%
CCc1nc2ccc(C(=O)N3CCN(c4ccccc4)CC3)cn2c1N(CCC(C)C)CCN(C)C | ?
CC1Cc2ccccc2N1C(=O)COC(=O)c1ccco1 (stereo not given) | 0%
